High-throughput results: PubChem, PCMD
Yeast eIF2B – eIF2B (yeast) activity modulation; S. cerevisiae eIF2B-epsilon R284H, GCN4-lacZ luminescence; inhibition, % at 25 µM (by protocol); 27,000 compounds, 0.91% hits; AID 688;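 active = mutant luminescence inhibited past about 50% while wild type luminescence and mutant growth stay under set limits, limit read from the data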; also: some compounds called inactive have numbers as strong as hits
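Times: 16 h growth with compound at 30 °C, 90 min Beta-Glo step; Assay system: yeast eIF2B-epsilon R284H mutant carrying GCN4–beta-galactosidase fusion; Measure: % inhibition of reporter signal and growth versus controls; Dosing: one concentration, 25 µM, 0.25% DMSO; Buffer or medium: YPD yeast growth medium; Measured by: Beta-Glo luminescence plus absorbance at 595 nm.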
Yeast growth tox – Inhibits yeast growth, turbidity readout; S. cerevisiae wild-type growth, A595 turbidity, 16 h; growth inhibition, % at 25 µM (by protocol); 30,000 compounds, 0.3% hits; AID 685;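 active = mutant and wild-type yeast strains alike exhibit over 30% growth inhibition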;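 also: 0% = untreated cell controls and 100% = YPD media blanks without cells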
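Test system: Wild-type and eIF2Bepsilon-R284H mutant S. cerevisiae, screened separately | Dosing: Single 25 µM compound dose in 0.2% DMSO | Schedule: 16 h compound exposure during growth at 30 °C | Detection: A595 turbidity | Evaluation: Growth inhibition (%) versus cell controls and blanks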
Yeast growth tox inhibition % – further read-out of Yeast growth tox, marked with its call; growth inhibition, %; S. cerevisiae eIF2Bepsilon-R284H mutant growth, A595 turbidity, 16 h;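 each compound tested once at 25 µM; 0% equals untreated cells and 100% equals cell-free medium blanks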
Yeast eIF2B mutant toxicity – recorded beside Yeast eIF2B, whose call it bears; growth inhibition, %; measured here: mutant yeast growth, toxicity;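 each compound tested once at 25 µM; zero equals untreated control growth and 100 equals blank medium absorbance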
* = called active by the depositor; . = no result given. A portion of the library; the hit share may differ from the screen's.

[1] CCOC(=O)c1ccccc1Nc1cn(C(C)=O)c2ccccc12
[2] Cc1ccc(OCCCC(=O)Nc2ccc3c(c2)OCO3)cc1
[3] Cc1ccc(C(=O)N2CCN(c3ccc(C(F)(F)F)cn3)CC2)c(C)c1
[4] O=c1nc(N(c2ccccc2)c2ccccc2)[nH]c(=O)[nH]1
[5] O=C(Oc1ccc(Cl)c2cccnc12)N1CCCCCC1
[6] CC(Oc1ccc(Cl)cc1)C(=O)Nc1nccs1 (centres undefined)

Assay by compound	1	2	3	4	5	6
Yeast eIF2B	13	-8	26	16	.	17
Yeast eIF2B mutant toxicity	14	-5	-33	-2	.	.
Yeast growth tox	25	-1	-3	3	-13	.
Yeast growth tox inhibition %	14	-5	-33	-2	-7	.

[7] CC(=O)c1sc(NC(=O)C(C)(C)C)nc1C
[8] COc1ccc(OC)c(NC2c3ncccc3C(=O)N2Cc2ccco2)c1 (centres undefined)
[9] COc1cccc(C(=O)NC2CCSC2=O)c1 (centres undefined)
[10] O=C(CCn1c(=O)c2sccc2n(CC(=O)NCc2ccco2)c1=O)NCc1ccccc1
[11] c1coc(CNCc2cccs2)c1
[12] CCCCNC(=O)CCSc1nc2nc(C)cc(C)n2n1

Assay by compound	7	8	9	10	11	12
Yeast eIF2B	26	-41	10	-6	-7	23
Yeast eIF2B mutant toxicity	-16	.	-4	-15	-5	-15
Yeast growth tox	9	-6	-15	8	22	5
Yeast growth tox inhibition %	-16	0	-4	-15	-5	-15

[13] Cn1nc(OC(=O)Nc2cccc(Cl)c2)cc1C(F)(F)F
[14] CCN(CC)c1nc(OCCNC(=O)Nc2ccccc2)nc(N(CC)CC)n1
[15] CNC(=S)N/N=C1\C(=O)c2cccc3cccc1c23
[16] COc1ccc(CN2CCC(=O)NC2=O)cc1
[17] Cc1cc(C)n2nc(C(=O)Nc3nnc(C4CC4)s3)nc2n1
[18] C/C(Nc1ccc(Cl)cc1)=C(/C#N)C(N)=O

Assay by compound	13	14	15	16	17	18
Yeast eIF2B	22	.	-18	17	21	10
Yeast eIF2B mutant toxicity	26	.	-5	14	.	11
Yeast growth tox	12	-7	-6	15	43	36
Yeast growth tox inhibition %	26	5	-5	14	0	11

[19] COC(=O)c1ccc2c(=O)n(CCCN3CCOCC3)c(=S)[nH]c2c1
[20] CCOC(=O)C(Sc1nn(C)c(=S)s1)C(C)=O (centres undefined)
[21] CCOC(=O)N1CCN(C(=O)CCN2C(=O)COc3ccccc32)CC1
[22] Clc1ccccc1CSc1nnc(-c2ccccn2)n1Cc1ccco1
[23] Cc1noc(C)c1C(=O)OCC(=O)Nc1cc(Cl)ccc1Oc1ccccc1
[24] S=c1nn[nH]n1C12CC3CC(CC(C3)C1)C2

Assay by compound	19	20	21	22	23	24
Yeast eIF2B	-13	8	43	22	.	.
Yeast eIF2B mutant toxicity	.	5	5	-39	.	.
Yeast growth tox	.	14	2	11	20	16
Yeast growth tox inhibition %	.	5	5	-39	3	-3

[25] N#Cc1nc(-c2ccco2)oc1NCCCn1ccnc1
[26] Cc1c(C(=O)NCc2ccc3c(c2)OCO3)oc2ccc(S(=O)(=O)N3CCCCCC3)cc12
[27] COC(=O)c1ccc(Oc2nc(NC(C)C)nc(N(C)C)n2)cc1
[28] Cc1cc(C)c(S(=O)(=O)NCCC2CCCN2C)c(C)c1 (centres undefined)
[29] COc1cc(OC)cc(-c2cc3nc4c(c(N5CCN(c6ncccn6)CC5)n3n2)CCCC4)c1
[30] O=C(O)CCCNS(=O)(=O)c1cccc2nsnc12

Assay by compound	25	26	27	28	29	30
Yeast eIF2B	17	7	7	23	13	.
Yeast eIF2B mutant toxicity	7	-14	-4	.	-58	.
Yeast growth tox	20	0	-2	5	-33	10
Yeast growth tox inhibition %	7	-14	-4	0	-58	5

[31] O=C(CCc1ccccc1)NC(NC(=S)Nc1ccc(Br)cc1)C(Cl)(Cl)Cl (centres undefined)
[32] CCn1c(=O)cc(OCC(=O)NC(C)c2ccc3c(c2)OCCO3)c2ccccc21 (centres undefined)
[33] O=C(Nc1ccc2c(c1)OCO2)C1CCCN1C(=O)Nc1ccccc1F (centres undefined)
[34] CCC(C)n1cnc2c(c1=O)c1nc3ccccc3nc1n2-c1ccc2c(c1)OCCO2 (centres undefined)
[35] Cc1nc2nc3c(cn2n1)C(=O)CCC3
[36] CCOC(=O)CC(=O)CSc1nc2c(sc(=S)n2-c2ccccc2)c(=O)[nH]1

Assay by compound	31	32	33	34	35	36
Yeast eIF2B	15	30	7	0	-23	18
Yeast eIF2B mutant toxicity	8	25	-20	-31	10	-11
Yeast growth tox	11	3	-9	-16	-17	15
Yeast growth tox inhibition %	8	25	-20	-31	10	-11

[37] CCc1c(C(=O)NCc2ccc3c(c2)OCO3)[nH]c(C)c1C(C)=O
[38] CCOC(=O)Cc1csc(NC(=O)CC)n1
[39] Cc1ccc(-c2noc(CN3CCCCC3)n2)cc1
[40] CC1(C)Cc2c(sc3nc(-c4ccccc4Cl)n(N)c(=O)c23)CO1
[41] Cc1nn(C)c(C)c1S(=O)(=O)N1CCCC(C(=O)NC2CCCCC2)C1 (centres undefined)
[42] Cc1nc2nc(SCC(N)=O)[nH]c2cc1Br

Assay by compound	37	38	39	40	41	42
Yeast eIF2B	12	9	13	.	-37	12
Yeast eIF2B mutant toxicity	.	4	11	.	11	3
Yeast growth tox	.	-1	3	25	9	2
Yeast growth tox inhibition %	.	4	11	5	11	3

[43] CCC(C)(C(=O)NC1CCCCC1)N(C(=O)c1ccccn1)c1ccc(C)cc1 (centres undefined)
[44] CCOC(=O)Cn1ncc2c(=O)oc3ccccc3c21
[45] CCOC(=O)CNC(=O)CNC(=O)c1ccc(OC)cc1
[46] c1ccc(-c2noc(-c3ccco3)n2)nc1
[47] CC1Cc2ccccc2N1C(=O)C1CCCCN1S(=O)(=O)c1ccccc1 (centres undefined)
[48] Cc1nc2ccc(NC(=O)c3cccc(S(=O)(=O)N4CC(C)OC(C)C4)c3)cc2s1 (centres undefined)

Assay by compound	43	44	45	46	47	48
Yeast eIF2B	.	22	-14	35	28	9
Yeast eIF2B mutant toxicity	.	.	-5	.	-15	.
Yeast growth tox	27	-13	8	.	-12	0
Yeast growth tox inhibition %	15	0	-5	.	-15	0

[49] C=C(Br)CN1CCN(CC(=C)Br)CC1
[50] CCN(CC)S(=O)(=O)c1ccc(Nc2cc(C)nc3ncnn23)cc1
[51] O=c1[nH]c(N2CCN(c3ccccc3)CC2)nc2c1CCCC2
[52] COc1ccc(NC(=O)CN2CCN(c3ccccc3F)CC2)cc1
[53] COc1ccc(CCNC(=O)NC(C(F)(F)F)C(F)(F)F)cc1OC
[54] CCCCNC(=O)C1CCCN1C(=O)Nc1cccc(OC)c1 (centres undefined)

Assay by compound	49	50	51	52	53	54
Yeast eIF2B	-22	35	15	13	30	8
Yeast eIF2B mutant toxicity	.	32	5	4	-4	-4
Yeast growth tox	.	-8	21	21	-14	5
Yeast growth tox inhibition %	.	32	5	4	-4	-4

[55] CN(C)c1ccc2c(O)cc(=O)n(C)c2c1
[56] CCOC(=O)CN1C(=O)C(=O)c2cc(C)ccc21
[57] COC(=O)CCC(=O)N1CCc2cc(S(=O)(=O)N3CCN(c4ccccc4Cl)CC3)ccc21
[58] COc1ccc(OC)c(C2c3c(oc4ccccc4c3=O)C(=O)N2CCCN(C)C)c1 (centres undefined)
[59] CCOc1ccc(C(C)=O)cc1CSc1nnc(-c2cccs2)n1CC1CCCO1 (centres undefined)
[60] C=CCSc1nc(C)c(CC(=O)OCCCC)c(=O)[nH]1

Assay by compound	55	56	57	58	59	60
Yeast eIF2B	1	22	-34	38	29	19
Yeast eIF2B mutant toxicity	-3	-5	20	.	-6	12
Yeast growth tox	11	3	-20	-24	13	8
Yeast growth tox inhibition %	-3	-5	20	0	-6	12

[61] CN(C)c1ccc(C(=O)OCc2ccccc2)cc1
[62] Cc1cc(C(=O)OCCN2C(=O)c3ccccc3C2=O)c2ccccc2n1
[63] COc1cccc(C(=O)NCC2CCN(c3ccc(S(=O)(=O)N4CCOCC4)cc3)CC2)c1
[64] c1ccc(-c2cnn3nnnc3n2)cc1
[65] CCn1c(Cc2ccccc2)nnc1SCC(=O)Nc1nc2ccccc2s1
[66] O=C(Nc1cnccn1)c1cccs1

Assay by compound	61	62	63	64	65	66
Yeast eIF2B	-15	.	.	6	0	17
Yeast eIF2B mutant toxicity	11	.	.	-6	.	24
Yeast growth tox	10	6	4	-23	.	-5
Yeast growth tox inhibition %	11	20	3	-6	.	24

By substructure, the entries above with fluorine.
[3] Cc1ccc(C(=O)N2CCN(c3ccc(C(F)(F)F)cn3)CC2)c(C)c1
[13] Cn1nc(OC(=O)Nc2cccc(Cl)c2)cc1C(F)(F)F
[33] O=C(Nc1ccc2c(c1)OCO2)C1CCCN1C(=O)Nc1ccccc1F (centres undefined)
[52] COc1ccc(NC(=O)CN2CCN(c3ccccc3F)CC2)cc1
[53] COc1ccc(CCNC(=O)NC(C(F)(F)F)C(F)(F)F)cc1OC

Assay by compound	3	13	33	52	53
Yeast eIF2B	26	22	7	13	30
Yeast eIF2B mutant toxicity	-33	26	-20	4	-4
Yeast growth tox	-3	12	-9	21	-14
Yeast growth tox inhibition %	-33	26	-20	4	-4

Next section.
[67] O=S(=O)(Nc1ccc(N2CCOCC2)nn1)c1ccccc1
[68] CCC(=O)N1CCN(c2ccc(NC(=O)COc3ccccc3Cl)cc2)CC1
[69] O=C(CSc1nnc(Cc2ccccc2)o1)NCCc1ccccc1
[70] COc1ccc(-c2nc(C#N)c(NCc3ccc(F)cc3)o2)cc1OC
[71] COc1nc(N(C)S(=O)(=O)c2ccc(C)cc2)nc(C)c1Cl
[72] CCOc1ccc(C(=O)NC2CCN(S(=O)(=O)CC)CC2)cc1

Assay by compound	67	68	69	70	71	72
Yeast eIF2B	22	.	7	0	20	-13
Yeast eIF2B mutant toxicity	-13	.	-3	-19	.	16
Yeast growth tox	-1	10	10	-17	20	2
Yeast growth tox inhibition %	-13	0	-3	-19	0	16

[73] COc1ccc(S(=O)(=O)NC2CCCC2)c(Cl)c1Cl
[74] Cc1cc(=O)[nH]c(SCC2(O)C3CC4CC(C3)CC2C4)n1 (centres undefined)
[75] Cc1cccc(-c2nnc(SCc3ccc(C#N)cc3)n2Cc2ccco2)c1
[76] Cc1cc(S(=O)(=O)NC2CCCCC2)ccc1OCC(=O)N1CCOCC1
[77] CCN(CC)C(=O)CSc1nc2ccccc2c(=O)[nH]1
[78] Fc1ccccc1/C=C1\CCCC2=C1Nc1ncnn1C2c1ccccc1F (centres undefined)

Assay by compound	73	74	75	76	77	78
Yeast eIF2B	19	19	13	.	-30	2
Yeast eIF2B mutant toxicity	11	-29	-23	.	.	14
Yeast growth tox	10	-4	12	-17	.	7
Yeast growth tox inhibition %	11	-29	-23	12	.	14

[79] O=C1CCCc2c1sc1nc3n(c(=O)c21)CCCCC3
[80] CCCC(=O)N1CCN(C2=NS(=O)(=O)c3ccccc32)CC1
[81] S=c1[nH]nc(-c2cc3ccccc3o2)n1Cc1ccccc1
[82] Cc1ccc(-n2c(SCC(=O)NCc3ccco3)nc3sc(C)c(C)c3c2=O)cc1
[83] COCCOC(=O)c1c(C)nc(SCC(=O)Nc2cccc3ccccc23)c(C#N)c1-c1ccco1
[84] COC(=O)c1ccc(CSc2nc3ccccc3o2)cc1

Assay by compound	79	80	81	82	83	84
Yeast eIF2B	.	44	11	-7	36	12
Yeast eIF2B mutant toxicity	.	.	3	9	-20	-12
Yeast growth tox	11	9	11	-19	-14	-6
Yeast growth tox inhibition %	9	0	3	9	-20	-12

[85] O=C(NCCN1CCN(Cc2ccccc2)CC1)C1c2ccccc2C(=O)N2CCc3ccccc3C12 (centres undefined)
[86] O=C1CCC(Cc2ccccc2)N1 (centres undefined)
[87] CC(C)CCNC(=O)CNC(=O)c1cccs1
[88] Cc1ccc2c(c1)N(CCCC(=O)NCC1COc3ccccc3O1)C(=O)CO2 (centres undefined)
[89] Cn1c(C(=O)NCCC2=CCCCC2)cc2c(=O)n3ccccc3nc21
[90] O=[n+]1c2c(n([O-])c3cc(F)ccc31)CCCC2

Assay by compound	85	86	87	88	89	90
Yeast eIF2B	10	21	.	-4	-10	0
Yeast eIF2B mutant toxicity	-10	.	.	14	.	20
Yeast growth tox	4	23	9	-5	-1	10
Yeast growth tox inhibition %	-10	0	13	14	0	20

[91] O=c1c(-c2ccc(F)cc2)coc2cc(O)ccc12
[92] CCOC(=O)C1CCN(C(=O)CN(c2ccc3c(c2)OCCO3)S(C)(=O)=O)CC1
[93] N#Cc1c(NC(=O)CN2CCOCC2)oc(-c2ccccc2)c1-c1ccccc1
[94] COc1ccccc1CNC(=O)C(C)NS(=O)(=O)c1ccc(Br)cc1 (centres undefined)
[95] O=C1NC(c2ccc(Br)cc2)Nc2sc3c(c21)CCC3 (centres undefined)
[96] CCCCCC(C)n1[nH]c(=O)cc1N (centres undefined)
[97] CN(C)S(=O)(=O)c1cccc(C(=O)NCC2CCCO2)c1 (centres undefined)

Assay by compound	91	92	93	94	95	96	97
Yeast eIF2B	-19	12	16	-6	-14	-12	12
Yeast eIF2B mutant toxicity	12	5	-13	7	-5	-18	-4
Yeast growth tox	5	16	-5	-1	-13	-24	9
Yeast growth tox inhibition %	12	5	-13	7	-5	-18	-4
